rCAG RNA binder – r(CAG) repeat RNA binding. inhibition, % at 3 µM. TO-PRO-1 dye displacement fluorescence. actives 1.3% (n = 370,000);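 active means inhibition above the plate cutoff, the mean of all test compounds on that plate plus 3 SD, cut at about 35% in these data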;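 further: 0% = DMSO alone and 100% = 100 µM mitoxantrone as full dye displacement; higher means more dye released from RNA so lower well fluorescence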
NPR2 activator – GC-B (human) receptor activation | HEK293-GC-B cells, CNP EC30, cGMP TR-FRET; 0% at EC30 CNP, 100% saturating CNP | activation, % at 10 µM | actives 0.11% (n = 370,000);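 active means activation at 10 µM reaching about 35% in either raw or pattern-adjusted values, limit read from the data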
DDE Tn6 FP inh – disrupts Tn6 cyclic peptide binding to fibrin D-Dimer-E complex; Fibrin DD(E) TRITC-Tn6 fluorescence polarization displacement; inhibition, % at 8.3 µM; actives 0.21% (n = 370,000);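 active means inhibition above a per-campaign cutoff: mean of compounds within control limits plus 3 SD, cut at about 15% in these data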;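 further: 0% = median of all compound wells on the plate and 100% = blocking peptide control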
ARFGAP1 inhibitor – inhibitors of rat ARFGAP1 | Q62848 | Arfgap1-stimulated ARF1 GTP hydrolysis, GDP FP detection | inhibition, % at 16.5 µM | actives 0.26% (n = 360,000) | AID 651572;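 active means inhibition above a per-plate limit, mean inhibition of low control wells plus 3 SD, cut at about 25% in these data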;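 further: 0% = DMSO wells with enzyme and 100% = wells lacking Arfgap1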
Target sequence (Q62848 1-136 limits assumed): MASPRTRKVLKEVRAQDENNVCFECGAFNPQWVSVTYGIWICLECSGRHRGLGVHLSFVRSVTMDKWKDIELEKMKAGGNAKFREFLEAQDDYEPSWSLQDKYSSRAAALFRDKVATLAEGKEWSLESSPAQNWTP
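material = rat Arfgap1 catalytic domain, aa 1-136 | also added = human ARF1(Δ1-17)-GTP substrate | compound dosing = one concentration, 16.5 µM, DMSO 1.26% | times = GTP hydrolysis reaction 2 h at 25 °C | measured by = FP, GDP Alexa 633 tracer displaced from anti-GDP antibody, 620/688 nm | evaluation = percent inhibition of Arfgap1-stimulated GTP hydrolysis | replication = single well per compound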
sPLA2-III inh – Blocks human group III sPLA2 activity; QFRET BODIPY PC-A2 liposome hydrolysis, fluorescence; actives 0.56% (n = 370,000); inhibition, % at 12.2 µM; AID 743126;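 active means inhibition above mean plus 3 SD of compounds lying within the high and low control bounds, cut at about 19% in these data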;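 further: 0% = median of test compound wells and 100% = no enzyme DMSO wells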
KLK7 zymogen act – activators of human kallikrein-7 zymogen; AID 652039; purified proKLK7, EDANS-DABCYL substrate fluorescence; 100% is mature enzyme control, 0% vehicle; activation, % at 7 µM; P49862; actives 0.9% (n = 370,000);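 active means activation above the mean of all tested compounds plus 3 SD, computed per campaign excluding outliers beyond control limits, cut at about 13% in these data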
GAA850 FXN act – frataxin GAA850 promoter activation; HEK293 lucGAA850 FXN promoter luciferase reporter, 24 h; percent of 10 µM SAHA response; activation, % at 6 µM; actives 0.56% (n = 360,000);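 active means activation above the average of all compounds screened plus 3 SD, cutoff fixed separately per campaign, cut at about 7.5% in these data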;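 further: 0% = DMSO wells and 100% = 10 µM SAHA wells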
ADAM10 inh – inhibits human ADAM10. O14672. recombinant ADAM10, EDANS/DABCYL FRET peptide cleavage, 3 h. inhibition, % at 7 µM. actives 0.62% (n = 370,000);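 active means inhibition above a per-campaign cutoff equal to the mean of compounds falling between control-based bounds plus 3 SD, cut at about 20% in these data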;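 further: 0% = DMSO wells while the 100% control is not disclosed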
Target sequence (O14672 214-748 limits assumed): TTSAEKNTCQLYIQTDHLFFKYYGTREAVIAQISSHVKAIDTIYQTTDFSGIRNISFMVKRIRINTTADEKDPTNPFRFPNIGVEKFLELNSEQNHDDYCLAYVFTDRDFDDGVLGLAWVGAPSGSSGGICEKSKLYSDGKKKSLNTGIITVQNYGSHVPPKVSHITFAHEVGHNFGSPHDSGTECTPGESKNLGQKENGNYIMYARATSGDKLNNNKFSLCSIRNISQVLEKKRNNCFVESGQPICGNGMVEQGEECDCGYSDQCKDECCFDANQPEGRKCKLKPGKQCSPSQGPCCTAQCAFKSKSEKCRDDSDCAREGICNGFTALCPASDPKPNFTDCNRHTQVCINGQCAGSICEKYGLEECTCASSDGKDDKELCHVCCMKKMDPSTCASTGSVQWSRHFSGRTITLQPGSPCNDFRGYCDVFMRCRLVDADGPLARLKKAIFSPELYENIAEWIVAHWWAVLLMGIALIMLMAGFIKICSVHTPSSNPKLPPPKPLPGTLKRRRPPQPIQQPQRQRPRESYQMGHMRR
NPR1 activator – GC-A (human) enzyme activation. P16066. HEK293 GC-A cells, cGMP TR-FRET, EC30 ANP; 0% at EC30 ANP, 100% saturating ANP. activation, % at 10 µM. actives 0.14% (n = 370,000). AID 1671463; in the data active means activation above about 40%
ASAP1 GAP inh – blocks human ASAP1-stimulated Arf1 GTP hydrolysis; inhibition, % at 16.5 µM; Q9ULH1; GDP FP detection; actives 0.19% (n = 360,000); AID 624377; in the data active means inhibition above about 25%;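 further: 0% = vehicle with enzyme and substrate and 100% = no enzyme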
Target sequence (Q9ULH1 325-724 limits assumed): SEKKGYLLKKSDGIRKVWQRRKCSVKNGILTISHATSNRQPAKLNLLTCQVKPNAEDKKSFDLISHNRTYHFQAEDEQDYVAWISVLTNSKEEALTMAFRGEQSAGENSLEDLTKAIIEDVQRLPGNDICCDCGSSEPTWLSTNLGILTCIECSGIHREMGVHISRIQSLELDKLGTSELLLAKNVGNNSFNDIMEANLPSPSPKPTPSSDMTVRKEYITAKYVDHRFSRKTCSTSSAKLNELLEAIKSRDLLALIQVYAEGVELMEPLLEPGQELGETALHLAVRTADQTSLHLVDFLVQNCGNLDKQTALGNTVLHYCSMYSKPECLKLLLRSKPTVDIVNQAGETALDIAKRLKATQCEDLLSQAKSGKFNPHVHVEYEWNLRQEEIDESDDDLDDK
* hit, by the source's call; / = not tested or not shown. Rows are unselected. Share with any hit: about 4.5%.

SMILES	rCAG RNA binder	NPR2 activator	DDE Tn6 FP inh	ARFGAP1 inhibitor	sPLA2-III inh	KLK7 zymogen act	GAA850 FXN act	ADAM10 inh	NPR1 activator	ASAP1 GAP inh
Cc1cc(C)cc(N(C(=O)c2ccc3c(c2)OCO3)C2C=CS(=O)(=O)C2)c1 (stereo not drawn)	-7	-7	3	-11	-2	-0.3	0.4	-7	-20	-1
CC(OC(=O)CCSc1ccccc1)C(=O)Nc1ccc(S(N)(=O)=O)cc1 (stereo not drawn)	6	0	2	-1	-16	0.4	-0.3	11	1	0
CC1=C(C(=O)OCC(C)C)C23C(=O)c4ccccc4C2(O1)OC(N)=C3C#N (stereo not drawn)	-4	5	5	-17	5	-0.3	2.2	-8	-2	-6
CN(CC(=O)NCCc1ccc(F)cc1)Cc1ccc(Br)cc1	6	-15	9	11	-1	0.2	-0.1	8	-7	12
CCOc1ccc(CNC(=O)C2CCCN(S(C)(=O)=O)C2)cc1OC (stereo not drawn)	-1	3	-6	6	3	-0.2	-0.4	9	4	-1
O=C(Cn1c(=O)sc2ccccc21)Nc1ccccc1C(=O)O	6	-5	9	5	-1	0.2	0.5	-3	2	-5
COc1cccc(CN(C)CC(=O)Nc2c(C)cccc2C(C)C)c1	-12	-1	3	2	-18	0.6	-3.2	2	-6	14
COc1ccc(F)cc1S(=O)(=O)NCc1cc(=O)n(C)c(=O)n1C	4	-3	5	1	4	0.1	-1.9	4	1	11
Nc1nc2c(nnn2C2CC(O)C(CO)O2)c(=O)[nH]1 (stereo not drawn)	2	3	-2	8	8	0.0	/	-9	7	8
O=Cc1cn(CC(O)CN2CCCCC2)c2ccccc12 (stereo not drawn)	-1	5	-6	11	0	-0.3	0.9	12	1	-12
C=CCN1CC(COc2ccc(OC)cc2)OCCS1(=O)=O (stereo not drawn)	1	3	-5	-2	-1	-0.8	/	3	0	5
Cc1c(C(=O)N(C)C)sc2nc(-c3ccccn3)[nH]c(=O)c12	2	-3	-6	1	5	-7.0	1.8	-331	-9	0
Cn1c(NCCN2CCCC2)nc2cc(-c3ccsc3)sc2c1=O	7	-5	7	19	-9	0.6	3.5	-23	-3	13
COc1cc(C(=O)NCCSc2ccc(Cl)cc2)cc(OC)c1OC	-9	-8	5	7	7	0.1	0.6	-7	-17	1
CCc1ccccc1NCc1cc(=O)oc2cc(C)ccc12	5	0	-12	-2	3	-0.1	3.6	-12	-1	0
CCCN(CCC)CCCNC(=S)Nc1ccc2nc(N3CCCC3)cc(C)c2c1	6	-4	5	12	19	12	1.0	-215	3	-8
NC(=O)c1cccc(CS(=O)(=O)c2ccc(Cl)cc2)c1	-2	-5	-2	4	0	0.0	1.2	0	1	-5
O=C(CN1CCC(n2nnc3cc(C(F)(F)F)ccc32)CC1)Nc1ccc2c(c1)OCCO2	-4	0	-2	18	-7	0.1	-6.3	3	4	-5
CCCC(=O)Oc1ccc(-c2nccc(C(OC)OC)n2)cc1	-8	4	10	8	5	-0.3	0.6	-11	0	12
NC(=S)N/N=C/c1ccc([N+](=O)[O-])cc1	4	-3	1	15	11	0.0	-0.7	6	3	3
COc1ccc(Cl)cc1N(C(C)C(=O)O)S(C)(=O)=O (stereo not drawn)	0	-1	-3	-8	-1	0.5	0.0	2	1	3
O=C(Nc1ccc(F)cc1)N1CCc2ccccc2C1	2	-1	1	9	-2	0.0	2.4	6	2	-4
COc1ccc(CN(Cc2cccn2C)S(=O)(=O)c2ccc(F)cc2)cc1	0	0	2	0	-19	0.1	1.5	-2	1	11
CN(C)CCNC(=O)c1sc2nc(-c3ccccc3)cc(C(F)(F)F)c2c1N	7	-14	-2	4	-19	-3.2	-1.1	-7	-6	-3
CN(C)C(=O)c1cc(C(=O)c2ccccc2Cl)c[nH]1	-3	-6	7	-2	6	0.1	2.3	-4	0	13
O=C(c1cc(O)c(O)c([N+](=O)[O-])c1)c1ccccc1F	35*	-3	-3	1	29*	-0.4	2.8	11	6	-4
COc1ccc(CNC(=O)C2CCNCC2)cc1	-4	-1	2	0	1	0.3	-0.3	-2	2	12
CSCCC(NC(=O)c1ccccc1Cl)C(=O)NCC1COc2ccccc2O1 (stereo not drawn)	-3	-7	3	3	2	-0.7	0.2	-4	2	9
COC(=O)c1ccc(NS(=O)(=O)c2ccc3c(c2)oc(=O)n3C)cc1	3	2	-4	-15	4	0.0	2.1	-9	0	-1
O=C(c1ccc2nc(N3CCOCC3)sc2c1)N1CCC(Cc2ccccc2)CC1	2	-1	-5	-11	-10	-0.1	-0.9	7	0	-7
O=C(NC(=S)NCc1ccco1)c1cccc(Cl)c1	-4	-8	2	3	1	0.3	2.1	4	5	-13
CCOC(=O)c1c(C)[nH]c(N=Nc2ccc(C)cc2C)c1C	7	-6	-1	22	6	-0.1	4.9	-1	5	-8
CCc1nc(Sc2nc(C)cc(C)n2)c2oc3ccccc3c2n1	-6	1	-12	-12	-1	0.1	-0.8	4	1	5
Cc1ccc(Cn2nnc3c(=O)[nH]c(C4CCCN(C(=O)Nc5ccc(F)cc5F)C4)nc32)cc1 (stereo not drawn)	4	1	-9	0	-1	0.0	-3.1	-4	-1	3
COc1ccccc1CN(C)C(=O)COC(=O)c1c(C)noc1C	2	0	4	1	11	1.0	2.6	-8	-8	-7
O=C(CSc1ccccn1)N1CCN(S(=O)(=O)c2ccc(Cl)cc2)CC1	-8	-7	0	-4	2	0.3	1.4	-6	-12	1
COc1ccccc1CCC(=O)Nc1ccc2c(c1)c(=O)n(C)n2-c1cccs1	4	6	5	-2	0	2.2	-3.3	-1	-1	-3
CCOC(=O)C1=C2SCC(=O)N2C(N)=C(C#N)C1	7	6	-3	-6	-2	0.6	-0.6	-10	2	9
CC1CCN(C(=O)CCNC(=O)c2ccccc2)CC1	0	-1	-3	10	-1	-0.4	2.0	13	3	-9
Cc1c(CN2CC[C@@H](N3CCN(c4ccccn4)CC3)[C@H](O)C2)[nH]c2ccc(F)cc12	-8	-3	-9	11	-25	-0.5	2.4	2	3	3
Cc1cc(F)ccc1-c1cc(C(=O)NCc2cccc(C(F)(F)F)c2)[nH]n1	0	5	2	-8	-4	0.8	0.0	9	-3	5
O=C(NCCCN=C1NS(=O)(=O)c2ccccc21)c1ccncc1	-1	11	1	1	0	0.2	6.1	1	6	-14
O=Cc1ccc(C(=O)OCC(=O)NCCC2=CCCCC2)cc1	-4	0	3	-12	4	-0.8	1.1	-10	-3	-11
O=C(CCc1nc2sc3c(c2c(=O)[nH]1)CCCC3)NCC(=O)Nc1ccccc1Br	10	-4	-7	0	-10	-1.4	1.2	-68	1	7
Cc1cc(C(=O)CN2C(=O)NC(c3ccccc3)(c3ccccc3)C2=O)c(C)n1Cc1ccco1	4	3	-4	6	-12	0.4	3.4	9	2	-6
Cc1ccc(-c2[nH]ncc2C(=O)c2cccc(F)c2)c(O)c1	-1	-2	-11	-2	-98	0.0	0.6	-1	4	5
COC(=O)[C@@]12C[C@@H](CC(=O)N3CCOCC3)C(=O)N(Cc3cccc4ccccc34)C1=CCC(C)(C)C2	4	2	-2	12	-14	1.9	/	3	-6	-4
CCOC(=O)/C=C1\SCC(=O)N1CC(=O)NCc1cccc(Cl)c1	2	-2	-1	-14	-13	0.3	-1.1	-8	-1	-1

Three structures out of the list, sorted by molecular weight, ascending:
SMILES	rCAG RNA binder	NPR2 activator	DDE Tn6 FP inh	ARFGAP1 inhibitor	sPLA2-III inh	KLK7 zymogen act	GAA850 FXN act	ADAM10 inh	NPR1 activator	ASAP1 GAP inh
CC1CCN(C(=O)CCNC(=O)c2ccccc2)CC1	0	-1	-3	10	-1	-0.4	2.0	13	3	-9
Cc1ccc(-c2[nH]ncc2C(=O)c2cccc(F)c2)c(O)c1	-1	-2	-11	-2	-98	0.0	0.6	-1	4	5
Cc1c(CN2CC[C@@H](N3CCN(c4ccccn4)CC3)[C@H](O)C2)[nH]c2ccc(F)cc12	-8	-3	-9	11	-25	-0.5	2.4	2	3	3

The list goes on.
SMILES	rCAG RNA binder	NPR2 activator	DDE Tn6 FP inh	ARFGAP1 inhibitor	sPLA2-III inh	KLK7 zymogen act	GAA850 FXN act	ADAM10 inh	NPR1 activator	ASAP1 GAP inh
CC(=O)Nc1cccc(CNCc2cccc(NC(C)=O)c2)c1	-1	1	-9	6	-5	0.0	2.4	3	4	1
CC1=NS(=O)(=O)NC(C)(C)C1	2	2	5	9	-3	-0.2	-0.8	-3	3	1
CC(=O)Nc1ccc(NC(=O)c2sc(-c3ccccc3)nc2C)cc1	-1	-1	-8	-7	-10	0.3	-1.7	4	13	0
CCn1c(SCC(=O)Nc2nc(C)cs2)nnc1-c1ccncc1	1	0	-3	12	0	0.2	-0.2	0	5	0
CCOc1ccc(CC(=O)NNC(=S)Nc2ccccc2)cc1Br	13	6	1	-6	11	-0.2	0.4	20*	3	4
CCCCc1cc(=O)oc2cc(C)cc(OC(C)C(=O)NCc3ccccn3)c12 (stereo not drawn)	-7	-12	3	-4	5	-5.8	0.7	-169	-20	6
CCC(C)NC(=O)C1CCC(CNS(=O)(=O)c2ccc3c(c2)N(C(C)=O)CCO3)CC1 (stereo not drawn)	-4	3	-2	0	2	-0.5	-0.6	2	2	-2
NC(=Nc1ccccc1)NC(=O)c1nc(Cl)c(N)nc1N	4	-7	4	12	0	5.2	5.6	-493	7	-5
CCOC(=O)c1c(C)nc2sc3c(=O)n(-c4ccc(OC)cc4)cnc3c2c1-c1ccc(OC)cc1	1	-10	0	3	-1	-0.1	0.5	-6	-1	-3
CC(C)(C)NC(=O)CSc1n[nH]c(=O)n1-c1ccccc1	1	10	7	0	0	0.3	-0.2	4	5	4
O=C(CSc1n[nH]c(-c2ccncc2)n1)NCCc1ccccc1	2	-9	-1	2	-1	0.1	-1.1	6	-2	8
CCN(CC)C(=O)OCCc1cc2ccccc2c(=O)o1	5	1	-2	-2	-4	0.5	3.1	-7	1	21
CCn1c(Cc2ccccc2)nnc1SCC(=O)N1CCCCC1	-4	3	3	-6	4	0.3	-0.4	0	5	5
C/C(=N/NC(=O)c1ccc(C)s1)c1cccc(NC(=O)COc2ccc(Cl)cc2Cl)c1	4	-5	-9	9	5	-0.7	-0.8	-5	-5	11
CC(=O)N1CCc2cc(S(=O)(=O)N3CCc4ccccc4C3)ccc21	2	3	4	1	3	0.0	4.2	7	-3	-3
CCOC(=O)Cc1cc(-c2ccc(F)cc2)nc2ccc3ccccc3c12	2	4	16*	7	-4	-0.3	-0.9	-3	7	-16
Cc1nc(N2CCN(c3ccccn3)CC2)c2c(C)c(C(=O)Nc3ccc(F)cc3)sc2n1	2	2	0	-1	4	0.0	-0.8	2	0	-4
CC(C)NC(=O)NC(=O)COC(=O)CCCSc1nc2ccccc2s1	-7	1	-5	11	12	-1.2	1.5	3	0	11
O=C1C(=O)N(CCS(=O)(=O)c2ccccc2)c2ccc(F)cc21	3	-4	-4	-4	8	-0.1	-0.3	-8	-11	-9
COc1ccc(NC(=O)N2CCOCC2)cc1OC	1	-2	6	5	1	-0.1	-1.3	4	3	17
CCN(c1ccccc1)S(=O)(=O)c1ccc(OC)c(NC(=O)CNCCc2ccccc2)c1	5	0	-4	10	-13	0.6	-0.2	2	-4	4

Bioassay records from PubChem.
